# From PubChem
# LYP inh 2: PTPN22 phosphatase inhibitors, primary screen, biochemical, DiFMUP fluorescence, 2 µM. 96,000 compounds, 0.21% hits. recombinant LYP catalytic domain. AID 640, 2007. inhibition, % at 2 µM;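 active means inhibition at 2 µM at or above a set limit, the screen mean plus 3 SD, cut at about 24% in these data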;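 further: 0% = DMSO with enzyme and 100% = enzyme fully blocked by orthovanadate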
# Target sequence (Q9Y2R2 whole entry, looked up, the tested form may be a part): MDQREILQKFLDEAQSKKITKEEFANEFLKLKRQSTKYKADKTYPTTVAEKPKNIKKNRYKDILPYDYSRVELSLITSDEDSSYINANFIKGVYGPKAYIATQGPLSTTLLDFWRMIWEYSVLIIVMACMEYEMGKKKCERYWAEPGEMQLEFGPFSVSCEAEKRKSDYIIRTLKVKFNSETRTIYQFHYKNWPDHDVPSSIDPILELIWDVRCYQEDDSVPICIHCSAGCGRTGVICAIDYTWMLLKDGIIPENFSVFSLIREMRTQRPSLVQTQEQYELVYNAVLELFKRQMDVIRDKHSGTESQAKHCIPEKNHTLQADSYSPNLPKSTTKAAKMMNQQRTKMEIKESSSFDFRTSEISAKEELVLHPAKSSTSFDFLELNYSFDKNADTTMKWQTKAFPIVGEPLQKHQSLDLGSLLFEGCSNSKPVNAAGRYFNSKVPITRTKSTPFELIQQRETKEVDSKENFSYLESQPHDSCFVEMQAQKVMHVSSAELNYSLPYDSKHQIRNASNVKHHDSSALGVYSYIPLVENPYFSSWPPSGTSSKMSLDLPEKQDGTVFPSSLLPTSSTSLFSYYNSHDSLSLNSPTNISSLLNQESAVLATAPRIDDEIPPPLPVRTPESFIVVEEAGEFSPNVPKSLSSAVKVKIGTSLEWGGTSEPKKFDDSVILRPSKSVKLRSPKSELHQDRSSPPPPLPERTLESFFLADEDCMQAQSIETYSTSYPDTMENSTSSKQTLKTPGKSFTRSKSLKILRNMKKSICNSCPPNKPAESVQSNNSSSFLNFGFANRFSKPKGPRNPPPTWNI
# Plk1 PBD FP: Plk1 polo box domain binding inhibitors, primary screen, biochemical, fluorescence polarization; AID 693, 2007; 97,000 compounds, 0.13% hits; Plk1 PBD phosphopeptide binding; inhibition, %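 (tested at about 20 µM)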; in the data active means inhibition above about 34%, passing the limit was not always enough
# PLK1 kinase inh: human PLK1 kinase inhibitors, primary screen, biochemical, TR-FRET | recombinant PLK1 kinase, TR-FRET peptide phosphorylation | inhibition, % at 10 µM | 97,000 compounds, 0.53% hits | AID 619, 2007;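 active means inhibition of 50% or more in the single-concentration screen; inactive means inhibition below 50%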;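 further: 0% = DMSO max control and 100% = H-89 dihydrochloride min control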
# LYP act: LYP phosphatase activators, primary screen, biochemical, DiFMUP fluorescence, 2 µM | Tyrosine-protein phosphatase non-receptor type 22 (Homo sapiens), Q9Y2R2 | recombinant LYP; 0 = plate median, 100 = signal doubled | activation, % at 2 µM | 96,000 compounds, 0.11% hits | AID 697, 2007;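 active means activation at 2 µM above a set limit, the mean plus 5 SD, cut at about 37% in these data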
# EphB4 antag: EphB4-ephrin-B2 interaction antagonists, primary screen, biochemical, TNYL-RAW peptide probe, fluorescence polarization | EphB4 LBD / TNYL-RAW-Alexa532 peptide | Ephrin type-B receptor 4 (Homo sapiens), P54760 | 97,000 compounds, 0.15% hits | inhibition, % at 7 µM;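 active means inhibition above the screen-wide mean inhibition plus 3 SD, cut at about 15% in these data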;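 further: 0% = DMSO wells and 100% = excess unlabeled TNYL-RAW peptide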
# FAK blocker: FAK kinase inhibitors, primary screen, biochemical; AID 727, 2007; biochemical FAK kinase activity assay; Focal adhesion kinase 1 (Homo sapiens), Q05397; 97,000 compounds, 0.84% hits; inhibition, %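 (tested at 7 µM)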; in the data active means inhibition above about 19%;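 further: 0% = DMSO and 100% = reference compound high control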
# cytoskel mod: modifiers of F-actin cytoskeleton organization, primary screen, imaging, HUVEC, phalloidin staining, high-content imaging; HUVEC TNFa F-actin phalloidin imaging; inhibition, % at 2 µM; 91,000 compounds, 0.18% hits;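 active means inhibition above the batch mean plus 3 SD and confirmed as a hit by visual image inspection, cut at about 30% in these data, passing the limit was not always enough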; further: strong numbers were not always called active
# HIV Rev-RRE inh: HIV-1 Rev-RRE binding inhibitors, primary screen, biochemical, FRET, protein-RNA interaction. P05866. Rev peptide-RRE RNA binding. inhibition, % at 8 µM. 97,000 compounds, 0.79% hits;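 active means inhibition above the screen-wide mean plus 3 SD, cut at about 35% in these data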;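 further: 0% = median DMSO wells and 100% = median Neomycin B control wells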
# Target sequence (P05866 whole entry, looked up): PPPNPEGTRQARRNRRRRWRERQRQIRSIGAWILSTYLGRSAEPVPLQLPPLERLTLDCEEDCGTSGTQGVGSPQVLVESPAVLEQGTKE
#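 Test system – labelled RRE RNA duplex and labelled Rev peptide · Signal – fluorescein-to-Cy5 FRET, 480 nm excitation · Evaluation – % inhibition of FRET ratio versus controls · Benchmarks – DMSO low control, neomycin B high control · Incubation – 5 min RNA-compound premix plus 15 min binding step, 25 °C · Medium – HEPES pH 7.5 salt buffer with EDTA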
# Pyk2 oligo antag: antagonists of Pyk2 self-association, primary screen, Q293 cells, FERM NanoBiT luminescence, HTS | stronger effect = lower value | z-score (the deposit names both 25 µM and 10 µM) | 99,000 compounds, 0.83% hits;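 active means Z-score of -3 or lower, scaled per plate to the spread of control and sample wells; inactive means z-score above -3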;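 further: negative z-score means lost luminescence so less FERM oligomerization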
# The depositor's hits bear a star; / = no result given.
No.	molecule	LYP inh 2	Plk1 PBD FP	PLK1 kinase inh	LYP act	EphB4 antag	FAK blocker	cytoskel mod	HIV Rev-RRE inh	Pyk2 oligo antag
1	O=C1c2ccccc2C(=O)N1CCc1nc(-c2ccc(Cl)cc2)no1	3	13	-10	0	0	3	-3	15	-0.61
2	O=C(OCc1ccc(Cl)cc1Cl)c1cccnc1Cl	0	12	-3	2	-1	1	-6	13	-0.11
3	CCC1CCCCN1CCCn1c(=S)[nH]c2ccccc2c1=O (stereo not given)	-7	-10	-12	9	8	4	8	-1	-0.39
4	CCOC(=O)N1CCN(C(=O)c2cc(OC)cc(OC)c2)CC1	-14	-8	-12	14	-2	-3	20	-4	-0.33
5	CN(CCc1ccccn1)S(=O)(=O)c1ccccc1F	-6	-8	2	2	-8	0	-31	5	0.24
6	CC1(C)CC(=O)c2c(nc(SCC(=O)Nc3nsc(-c4ccccc4)n3)c(C#N)c2-c2ccccc2)C1	2	-28	-10	2	3	1	-2	8	-1.7
7	O=S(=O)(c1ccccc1)N1CCCC1c1nc2ccccc2s1 (stereo not given)	2	0	2	0	0	-6	-50	6	0.97
8	Cc1cccc(N(C(=O)c2cnc3n(c2=O)CCS3)C2CCCCC2)c1	-8	1	-12	8	-4	1	10	-3	-0.53

# (next part)
No.	molecule	LYP inh 2	Plk1 PBD FP	PLK1 kinase inh	LYP act	EphB4 antag	FAK blocker	cytoskel mod	HIV Rev-RRE inh	Pyk2 oligo antag
9	COc1cc2c(cc1OC)CN(CC(=O)NC(=O)NCc1ccco1)CC2	-5	0	-4	1	-15	-5	6	-2	-0.38
10	Cc1cc(C)c2c(n1)nn1c(N3CCN(c4cccc(Cl)c4)CC3)cc(C)nc21	-8	34	-10	4	-2	5	-4	3	/
11	COc1ccc(OCc2nnc3n2N=C(c2ccc(Br)cc2)CS3)cc1	3	12	-13	-4	-4	-5	12	3	/
12	Cc1cc(N2CCN(C(=O)c3ccco3)CC2)n2ncc(-c3ccccc3)c2n1	-8	-3	-11	7	3	-2	-37	-3	0.32
13	CCOC(=O)/C(C#N)=C\c1c(C)cc(C)c(COC(C)=O)c1C	-1	14	-10	2	1	-1	-1	5	0.22
14	COc1ccc(C(CNC(=O)COc2ccccc2OC)N(C)C)cc1OC (stereo not given)	1	-15	-7	-2	8	4	15	7	0.31
15	COc1ccccc1NC(=O)c1nnn(Cc2ccccc2)c1NC(=O)C(F)(F)F	-2	0	-16	5	-9	-10	-12	0	-1.2
16	CCOC(=O)c1sc2ccc(S(=O)(=O)N3CCOCC3)cc2c1N	0	4	1	-1	-12	-3	8	6	0.55

# The list goes on:
No.	molecule	LYP inh 2	Plk1 PBD FP	PLK1 kinase inh	LYP act	EphB4 antag	FAK blocker	cytoskel mod	HIV Rev-RRE inh	Pyk2 oligo antag
17	FC(F)(F)c1nnc2ccc(N3CCCCCC3)nn12	-1	-9	-6	0	-10	10	25	10	-0.49
18	CC1CCN(c2c(NCC3CCC(C(=O)N4CCCC(C)C4)CC3)c(=O)c2=O)CC1 (stereo not given)	-9	16	-17	5	1	6	4	1	/
19	N=c1c2c(-c3ccccc3)c(-c3ccccc3)n(Cc3ccccc3)c2ncn1CCO	4	-24	-7	-2	8	14	-33	15	-1.5
20	COc1ccc(Cl)cc1Nc1nc(C)cc(=O)[nH]1	-1	-19	-3	-4	4	1	-9	0	-0.19
21	Cc1noc(/C=C/N(C)C)c1S(=O)(=O)N(C)CC(=O)N1CCc2ccccc21	-5	20	-4	3	-2	8	-20	5	/
22	CCOC(=O)CSC1=Nc2ccccc2C2=NC(CC(=O)NCc3cccs3)C(=O)N12 (stereo not given)	7	7	-4	-7	-6	-3	7	1	0.23
23	COC(=O)c1ccc(OCC2c3cc(OC)c(OC)cc3CCN2C(=O)C2CC2)cc1 (stereo not given)	-8	-11	0	6	4	6	/	12	-1.3
24	CCOc1cc2[nH]c(=O)n(CCCC(=O)NCc3ccc(OC)cc3)c(=O)c2cc1OCC	-3	-17	-13	1	4	1	-9	0	0.93

# The list goes on.
No.	molecule	LYP inh 2	Plk1 PBD FP	PLK1 kinase inh	LYP act	EphB4 antag	FAK blocker	cytoskel mod	HIV Rev-RRE inh	Pyk2 oligo antag
25	O=S(=O)(c1ccccc1)c1nc(-c2cccs2)oc1NCCCn1ccnc1	-3	-7	-15	-1	4	-2	-17	6	0.04
26	CCS(=O)(=O)N1CCN(c2ccccn2)CC1	7	-15	-10	-6	2	1	-9	3	-0.29
27	Cc1cc(OCCOc2cccc3cccnc23)cc(C)c1Cl	9	-15	-4	-6	-7	1	-12	20	-0.37
28	O=C(NC1CCCCC1)C1c2ccccc2C(=O)N1Cc1ccco1 (stereo not given)	-3	-6	10	2	3	-5	22	3	0.23
29	CCOC(=O)c1c(=O)n(O)c2ccc(C)cc2[n+]1[O-]	2	-5	-3	-4	-4	-4	-44	7	-0.11
30	CC(NC(=O)c1ccco1)C(=O)N1CCc2ccccc2C1 (stereo not given)	0	7	-12	3	-2	1	13	0	1.5
31	Cc1cc(=O)oc(C)c1C(=O)NCCCN1CCN(c2ccccc2F)CC1	8	-2	-24	-10	-4	4	12	2	0.75
32	O=P(O)(CCc1ccccn1)CN1CCCCC1	-12	-5	-5	11	-5	3	25	3	0.44

# Next section:
No.	molecule	LYP inh 2	Plk1 PBD FP	PLK1 kinase inh	LYP act	EphB4 antag	FAK blocker	cytoskel mod	HIV Rev-RRE inh	Pyk2 oligo antag
33	CC12CCC(C(=O)Nc3ccc4c(c3)OCCO4)(OC1=O)C2(C)C (stereo not given)	11	5	0	-9	6	0	-9	2	-0.23
34	Cc1ccccc1-c1nc(CS(=O)CC(=O)NCCN2CCOCC2)c(C)o1 (stereo not given)	-7	-24	0	4	-10	-3	-14	-1	/
35	CCN1CCCC1CNCc1ccccc1OCc1ccc(F)cc1 (stereo not given)	-7	-9	-11	3	0	1	7	-10	0.61
36	CCn1c(C)nc2cc(C(=O)NNS(=O)(=O)c3ccc(C)c(C)c3)ccc21	-5	18	-3	2	3	1	4	7	-0.72
37	Cc1cc(N2CCCCCC2)nc2ccc(F)cc12	1	7	-13	2	-4	-2	3	5	0.99
38	CC(C)(C)C(=O)Nc1ccc(S(=O)(=O)c2ccc(NC(=O)C(C)(C)C)cc2)cc1	8	-1	-11	-11	2	0	1	-2	0.3
39	Cc1ccc2oc(=O)n(CCCOc3ccccc3)c2c1	7	19	-9	-8	6	2	14	13	0.62
40	O=C(NCCNCCO)c1c(O)c2cccc3c2n(c1=O)CCC3	2	-48	-2	-3	1	2	-1	-7	0.76

# Next section
No.	molecule	LYP inh 2	Plk1 PBD FP	PLK1 kinase inh	LYP act	EphB4 antag	FAK blocker	cytoskel mod	HIV Rev-RRE inh	Pyk2 oligo antag
41	Cc1ccc2c(c1)c(CC(=O)Nc1ccc(F)cc1)c(C(=O)O)n2C	9	24	-4	-13	-6	-1	/	0	-0.78
42	CCCN1C(=O)C2(/C(=C(\O)c3ccc4c(c3)OCCO4)C(=O)C(=O)N2CCCOC)c2ccccc21 (stereo not given)	-8	15	-13	6	-3	-5	42	0	0.46
43	CCOC(=O)c1cnc(SC)nc1Sc1ccccc1Cl	-21	-22	-9	20	-1	1	-5	21	-1.6
44	O=C(c1ccc(C23CC4CC(CC(C4)C2)C3)o1)N1CCOCC1	-6	0	-10	5	2	-2	-4	8	-0.07
45	CN(C)C=NC(=O)c1ccc([N+](=O)[O-])c(CS(=O)(=O)c2ccc(Cl)cc2)c1	11	12	-13	-7	3	0	9	6	-0.62
46	CCc1c(C)sc(NC(=O)Cn2nc(C(F)(F)F)c3c2CCCC3)c1C#N	9	-13	-4	-4	-7	-3	-24	9	0.67
47	CCN(CC)S(=O)(=O)c1ccc(C(=O)Oc2ccc3c(c2)OCO3)cc1	-5	9	-17	11	2	2	-23	11	-0.15
48	COc1ccc(S(=O)(=O)Nc2ccccc2OC)cc1C	-3	4	-11	2	-6	2	-9	5	-0.19

# Next section.
No.	molecule	LYP inh 2	Plk1 PBD FP	PLK1 kinase inh	LYP act	EphB4 antag	FAK blocker	cytoskel mod	HIV Rev-RRE inh	Pyk2 oligo antag
49	CC(C(=O)N1CCCc2c1c(=O)oc1ccc(O)cc21)N1CCc2ccccc2C1 (stereo not given)	0	-15	-11	0	6	1	/	-10	0.4
50	COc1ccc(C2=NOC(C(=O)Nc3c(C)n(C)n(-c4ccccc4)c3=O)C2)cc1 (stereo not given)	-4	6	0	2	-4	-3	2	-1	/
51	Cn1c(CN2CCCC2)nc2cc(NS(=O)(=O)c3ccc(Cl)cc3)ccc21	8	-7	2	-6	2	0	5	4	1
52	Cc1ccc2cc(CCNC(=O)C(C)C)c(=O)[nH]c2c1C	-10	0	-7	9	0	-3	14	-2	/

# A draw from above in order of formula weight, lowest first.
No.	molecule	LYP inh 2	Plk1 PBD FP	PLK1 kinase inh	LYP act	EphB4 antag	FAK blocker	cytoskel mod	HIV Rev-RRE inh	Pyk2 oligo antag
37	Cc1cc(N2CCCCCC2)nc2ccc(F)cc12	1	7	-13	2	-4	-2	3	5	0.99
52	Cc1ccc2cc(CCNC(=O)C(C)C)c(=O)[nH]c2c1C	-10	0	-7	9	0	-3	14	-2	/
48	COc1ccc(S(=O)(=O)Nc2ccccc2OC)cc1C	-3	4	-11	2	-6	2	-9	5	-0.19
44	O=C(c1ccc(C23CC4CC(CC(C4)C2)C3)o1)N1CCOCC1	-6	0	-10	5	2	-2	-4	8	-0.07
40	O=C(NCCNCCO)c1c(O)c2cccc3c2n(c1=O)CCC3	2	-48	-2	-3	1	2	-1	-7	0.76
43	CCOC(=O)c1cnc(SC)nc1Sc1ccccc1Cl	-21	-22	-9	20	-1	1	-5	21	-1.6
35	CCN1CCCC1CNCc1ccccc1OCc1ccc(F)cc1 (stereo not given)	-7	-9	-11	3	0	1	7	-10	0.61
47	CCN(CC)S(=O)(=O)c1ccc(C(=O)Oc2ccc3c(c2)OCO3)cc1	-5	9	-17	11	2	2	-23	11	-0.15
36	CCn1c(C)nc2cc(C(=O)NNS(=O)(=O)c3ccc(C)c(C)c3)ccc21	-5	18	-3	2	3	1	4	7	-0.72
46	CCc1c(C)sc(NC(=O)Cn2nc(C(F)(F)F)c3c2CCCC3)c1C#N	9	-13	-4	-4	-7	-3	-24	9	0.67
49	CC(C(=O)N1CCCc2c1c(=O)oc1ccc(O)cc21)N1CCc2ccccc2C1 (stereo not given)	0	-15	-11	0	6	1	/	-10	0.4
51	Cn1c(CN2CCCC2)nc2cc(NS(=O)(=O)c3ccc(Cl)cc3)ccc21	8	-7	2	-6	2	0	5	4	1
34	Cc1ccccc1-c1nc(CS(=O)CC(=O)NCCN2CCOCC2)c(C)o1 (stereo not given)	-7	-24	0	4	-10	-3	-14	-1	/
45	CN(C)C=NC(=O)c1ccc([N+](=O)[O-])c(CS(=O)(=O)c2ccc(Cl)cc2)c1	11	12	-13	-7	3	0	9	6	-0.62
38	CC(C)(C)C(=O)Nc1ccc(S(=O)(=O)c2ccc(NC(=O)C(C)(C)C)cc2)cc1	8	-1	-11	-11	2	0	1	-2	0.3
42	CCCN1C(=O)C2(/C(=C(\O)c3ccc4c(c3)OCCO4)C(=O)C(=O)N2CCCOC)c2ccccc21 (stereo not given)	-8	15	-13	6	-3	-5	42	0	0.46
